# Fibroblast inh = antiproliferative effect on LL 47 fibroblasts – human, LL 47 cells, CellTiter-Glo luminescence, primary screen | LL 47 human lung fibroblast viability, ATP luminescence; stronger effect = lower value | viability, % at 10 µM | 85,000 tested, 1.1% active;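 active = viability at or below 50% in the single dose screen; inactive = viability above 50%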;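 note: compound exposure lasted 72 h before the ATP readout; 100% = median luminescence of untreated cell-only wells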
#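 Material: Human LL 47 lung fibroblast cells | Input: 1,150 cells/well | Buffer or medium: IMEM plus 15% FBS | Compound dosing: 0.1% DMSO in all compound wells | Times: Overnight cell rest, 72 h compound treatment at 37 °C | Signal: CellTiter-Glo luminescence measuring cellular ATP | Measure: % viability versus median cells-only luminescence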
# ERa SRC1 pot = enhancers of ERα–SRC-1 coactivator binding, primary screen, biochemical, TR-FRET, ERα LBD, low estradiol; AID 639, 2007; TR-FRET ERalpha-LBD/SRC-Cy5 coactivator binding, 2 h; 100 = basal binding, no effect; Estrogen receptor (Homo sapiens), P03372; 86,000 tested, 1.3% active; coactivator binding (% of control), % at 25.6 µM; in the data active = activity above about 200%;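 note: binding measured in presence of low estradiol as agonist stimulus; 0% = peptide alone without receptor and 100% = receptor with peptide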
# Target sequence (P03372 whole entry, looked up, the tested form may be a part): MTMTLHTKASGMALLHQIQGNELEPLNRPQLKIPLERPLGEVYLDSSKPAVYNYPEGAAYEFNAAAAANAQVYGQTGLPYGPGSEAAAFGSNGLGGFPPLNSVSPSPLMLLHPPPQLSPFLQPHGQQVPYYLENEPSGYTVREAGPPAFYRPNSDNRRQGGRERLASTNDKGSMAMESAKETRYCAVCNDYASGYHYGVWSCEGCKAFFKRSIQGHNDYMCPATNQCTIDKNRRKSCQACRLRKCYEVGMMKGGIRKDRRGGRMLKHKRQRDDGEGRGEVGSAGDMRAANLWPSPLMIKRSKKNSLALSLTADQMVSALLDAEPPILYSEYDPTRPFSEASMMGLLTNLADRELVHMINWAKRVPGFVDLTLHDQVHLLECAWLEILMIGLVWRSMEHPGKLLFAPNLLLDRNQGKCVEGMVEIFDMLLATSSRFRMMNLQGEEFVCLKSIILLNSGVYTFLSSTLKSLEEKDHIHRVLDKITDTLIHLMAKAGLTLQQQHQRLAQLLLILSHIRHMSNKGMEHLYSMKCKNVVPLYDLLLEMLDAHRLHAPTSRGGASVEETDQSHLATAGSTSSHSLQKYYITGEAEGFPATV
# CD11b adhes enh = enhancers of CD11b/CD18 adhesion to fibrinogen, primary screen, K562 cells, luminescence; activation, % at 10 µM; ATPlite luminescence; 93,000 tested, 0.07% active;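 active = 10 µM primary screen giving 50% or more activity, confirmed by 40% or more on retest at that dose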; note: strong numbers were not always called active
# ERa coact inh = ERα–SRC-1 coactivator interaction inhibitors, primary screen, biochemical, TR-FRET, ERα LBD, estradiol-bound; TR-FRET ER-alpha LBD / SRC-1 peptide; inhibition, % at 25.6 µM; Estrogen receptor (Homo sapiens), P03372; 86,000 tested, 1.7% active; in the data active = inhibition above about 50%;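 note: 0% = receptor plus peptide control and 100% = peptide only without receptor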
# H69AR inhibit = proliferation blockers of H69AR lung cancer cells, primary screen, cell-based, human, 86K library. AID 598, 2007. 85,000 tested, 6% active. viability, % at 10 µM. H69AR lung tumor viability, ATP luminescence, 72 h; stronger effect = lower value;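 active = viability at or below 40%; inactive = viability above 40%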;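 note: multidrug resistant small cell line overexpressing MRP-1 efflux transporter; 100% = mean luminescence of untreated control wells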
# ERb SRC1 inh = inhibitors of ERβ-SRC1 coactivator interaction, primary screen, biochemical, TR-FRET, ERβ LBD, SRC-1 peptide | Estrogen receptor beta (Homo sapiens), Q92731 | TR-FRET ER-beta LBD / SRC1-Cy5 peptide binding; receptor agonist-loaded with 1 µM estradiol | inhibition, % at 25.6 µM | 86,000 tested, 1.3% active | AID 633, 2007;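 active = compounds whose percent inhibition of the receptor-coactivator binding signal exceeds about 50% in the single-dose screen, limit read from the data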;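 note: 0% = receptor plus peptide wells without compound and 100% = peptide-only wells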
# Target sequence (Q92731 whole entry, looked up, the tested form may be a part): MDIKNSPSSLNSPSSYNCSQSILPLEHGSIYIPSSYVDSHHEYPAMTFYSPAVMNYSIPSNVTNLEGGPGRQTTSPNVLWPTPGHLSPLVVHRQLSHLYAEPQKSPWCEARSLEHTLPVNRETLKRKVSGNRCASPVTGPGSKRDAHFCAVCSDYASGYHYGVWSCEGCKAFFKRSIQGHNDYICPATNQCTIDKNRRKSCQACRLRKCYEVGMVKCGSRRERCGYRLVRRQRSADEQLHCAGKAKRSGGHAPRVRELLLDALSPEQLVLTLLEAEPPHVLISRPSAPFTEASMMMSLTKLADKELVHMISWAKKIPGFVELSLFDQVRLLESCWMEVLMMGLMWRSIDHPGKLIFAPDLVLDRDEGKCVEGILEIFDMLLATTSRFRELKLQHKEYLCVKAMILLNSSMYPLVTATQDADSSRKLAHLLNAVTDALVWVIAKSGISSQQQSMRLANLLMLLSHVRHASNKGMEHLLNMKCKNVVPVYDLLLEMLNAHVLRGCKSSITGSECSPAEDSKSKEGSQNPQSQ
# HUVEC inhibit = inhibitors of HUVEC proliferation, primary screen, cell-based, 384-well. AID 648, 2007. 86,000 tested, 1.1% active. viability, % at 10 µM (by protocol). CellTiter-Glo luminescence, 72 h; stronger effect = lower value;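 active = viability at or below 30%; inactive = viability above 30%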;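 note: 100% = median luminescence of DMSO-only cell control wells on each plate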
# MT1-MMP txn act = MT1-MMP promoter reporter activation – cell-based, luciferase luminescence, primary screen | 86,000 tested, 0.16% active | AID 750, 2007 | activation factor at 10 µM | HT1080 MT1-MMP promoter luciferase reporter, overnight; stronger effect = higher value;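 active = activation factor of at least 2 for MT1-MMP transcription at 10 µM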
# Smad3 FoxH1 inh = Smad3/FoxH1 peptide binding inhibitors, primary screen, biochemical, TR-FRET | TR-FRET Smad3/Dy647-FoxH1 peptide binding, europium anti-His | Mothers against decapentaplegic homolog 3 (Homo sapiens), P84022 | 88,000 tested, 0.29% active | inhibition, % at 25 µM | AID 630, 2007;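 active = compounds that reduce the energy-transfer binding signal between the protein and its labelled peptide by more than half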;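 note: 0% = Smad3 plus labelled peptide maximal FRET and 100% = peptide-only background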
# * marks the source's active call; other numbers are inactive results; x = no result given; [ ] = dose if it differs, or a comment. These rows are one share of the data (hit frequency here may not be typical).
mol	ERb SRC1 inh	Fibroblast inh	HUVEC inhibit	MT1-MMP txn act	ERa coact inh	Smad3 FoxH1 inh	CD11b adhes enh	ERa SRC1 pot	H69AR inhibit
CN(C1=NC(=O)C(CC(=O)Nc2ccc(Br)cc2)S1)c1ccc(O)cc1 (centres undefined)	-1	87	97	0.8	-2	-6	-1	107	69
CCC(C)(C)NC(=O)CN(C(=O)CNS(=O)(=O)c1ccccc1)c1ccccc1	-2[fluorescence artefact?]	103	93	1.1	0[fluorescence artefact?]	9	0	134	95
CCCCOc1ccc(-c2nnn(CC(=O)c3c[nH]c4ccccc34)n2)cc1	27	112	112	0.9	5	-17	x	90	100
COc1ccc(OC)c(C(=O)c2ccc(C(=O)N3CCCCC3)cc2)c1	-8	94	91	1.1	-10	5	x	105	91
Cc1oc(-c2ccc(Cl)cc2)nc1CS(=O)CC(=O)NCCCN(C)C1CCCCC1 (centres undefined)	-12	87	86	x	2[fluorescence artefact?]	-3	-1	129	93
O=C(NC1CCCCCCC1)c1cnccn1	-7	95	92	1.2	-4	5	-4	107	98
Nc1c(C(=O)NCc2ccc(F)cc2)c2nc3ccccc3nc2n1CCCN1CCOCC1	-6	68	5.1*	1.1	3	1	9	97	1.2*
COC(=O)CNc1nc(OC)nc(N(C)C)n1	9	105	105	1.1	-29	-5	0	110	101

# Three structures from above, ordered by count of non-hydrogen atoms, low to high:
mol	ERb SRC1 inh	Fibroblast inh	HUVEC inhibit	MT1-MMP txn act	ERa coact inh	Smad3 FoxH1 inh	CD11b adhes enh	ERa SRC1 pot	H69AR inhibit
CN(C1=NC(=O)C(CC(=O)Nc2ccc(Br)cc2)S1)c1ccc(O)cc1 (centres undefined)	-1	87	97	0.8	-2	-6	-1	107	69
Cc1oc(-c2ccc(Cl)cc2)nc1CS(=O)CC(=O)NCCCN(C)C1CCCCC1 (centres undefined)	-12	87	86	x	2[fluorescence artefact?]	-3	-1	129	93
Nc1c(C(=O)NCc2ccc(F)cc2)c2nc3ccccc3nc2n1CCCN1CCOCC1	-6	68	5.1*	1.1	3	1	9	97	1.2*

# The list continues.
mol	ERb SRC1 inh	Fibroblast inh	HUVEC inhibit	MT1-MMP txn act	ERa coact inh	Smad3 FoxH1 inh	CD11b adhes enh	ERa SRC1 pot	H69AR inhibit
Cc1cnc(NC(=O)CN2C(=O)C3CC=CCC3C2=O)s1 (centres undefined)	1[fluorescence artefact?]	99	97	1.2	-17	-1	-3	127	95
Cc1nn(C)cc1CNC(=O)c1cc2n(n1)C(C(F)(F)F)CC(c1cccs1)N2 (centres undefined)	16	98	99	1	20	0	-8	95	x
CC1=C(C(=O)Nc2ccccc2)C(c2ccc(C)o2)N2C(=O)CSC2=N1 (centres undefined)	-5	96	100	1.2	-27	-1	-5	101	102
COc1ccc2c(c1)c(CCN1C(=O)c3ccccc3C1=O)cn2C(=O)c1ccco1	7[fluorescence artefact?]	80	26*	1.1	-2[fluorescence artefact?]	0[fluorescence artefact?]	0	175	50
COC(=O)Nc1ccc(OC)c(OC)c1	-14	100	96	1.2	-13	5[fluorescence artefact?]	-2	114	98
CCC(C)(C)n1nnnc1C(c1ccccc1F)N1CCC(C(N)=O)CC1 (centres undefined)	-26	94	96	1.3	-26	0	-5	113	82
COC(=O)c1cc(=O)n(Cc2ccco2)c(=Nc2ccc(F)c(Cl)c2)s1	-10	7.9*	3.1*	1	-5	0	7	125	1.5*
Cc1ccccc1-n1c(-c2ccncc2)n[nH]c1=S	0	95	92	1.1	-10	0	-4	86	89

# Looked up above.
# In Fibroblast inh, Cc1cnc(NC(=O)CN2C(=O)C3CC=CCC3C2=O)s1 (centres undefined) has 99
# In HUVEC inhibit, COC(=O)Nc1ccc(OC)c(OC)c1 has 96
# In MT1-MMP txn act, COC(=O)c1cc(=O)n(Cc2ccco2)c(=Nc2ccc(F)c(Cl)c2)s1 has 1

# The list goes on:
mol	ERb SRC1 inh	Fibroblast inh	HUVEC inhibit	MT1-MMP txn act	ERa coact inh	Smad3 FoxH1 inh	CD11b adhes enh	ERa SRC1 pot	H69AR inhibit
O=C(Nc1ccc2c(c1)CCC2)c1cnccn1	3	105	96	1.1	9	6	0	104[fluorescence artefact?]	x
O=C(Nn1cnnc1)c1ccncc1	-5	93	90	1.1	-4	-5	-4	126	x
O=C(N1CCOCC1)N1CCC(NC(=O)C23CC4CC(CC(C4)C2)C3)CC1	6	99	99	1	7	-4	x	99	96
COc1ccccc1Oc1c(C)oc2c(CN3CCN(CCO)CC3)c(O)ccc2c1=O	-1	97	91	1.1	-12	3	1	126	90
O=C(c1ccccc1)N1CCN(CC(O)COCC2CC=CCC2)CC1 (centres undefined)	3	92	92	1.1	-2	6	-3	105	83
Cc1cc(C(=O)NCc2ccccc2Br)no1	12	103	90	x	13	-1	0	108	99
COc1ccccc1NC(=O)CSc1nnnn1Cc1ccccc1	-9	97	90	1.1	-10	-4	-2	106	83
N#CC1=C(N)S[C@@H](C(=O)c2ccc(F)cc2)[C@@H]1c1cccs1	2	88	101	1.2	5	2	x	89	68
CCN1C(=S)SC(=O)C1=C1C=C(C)N(CCOC)C(C)=C1	-5	102	101	x	-12[fluorescence artefact?]	-8[fluorescence artefact?]	-3	171[fluorescence artefact?]	81
O=C(O)Cn1nc(-c2ccccc2)c2ccccc2c1=O	-15[fluorescence artefact?]	103	99	1.1	-12	1	4	108	99
O=C(NCc1ccc2c(c1)OCO2)c1ccc(=O)[nH]c1	-2	104	92	1.2	-9	7	-4	91	104
O=C(CSc1nnc(-c2ccco2)n1-c1ccccc1)N1CCOCC1	-12	96	72	0.9	-2	3	0	115	83
CCOC(=O)N1CCN(CC(=O)Nc2cc3c(cc2C(C)=O)OCO3)CC1	-5	92	107	1.1	-3	-3	-4	110	92
CCOC(=O)c1nc(N)c(C(=O)OCC)[nH]1	3	104	95	1.7	-5	9	11	136	104
O=C(NCCCc1ccccc1)c1ccc(Br)o1	-1	104	87	1.3	1	6	-2	108	63
Cc1cc(C)n(C/C=C/Cn2nc(C)cc2C)n1	-1	105	108	0.8	-3	1	-4	113	106
CCCCNC(=O)CS(=O)Cc1nc(-c2cccc(C)c2)oc1C (centres undefined)	-15	96	91	1.1	-15	17[fluorescence artefact?]	0	134	101
N#CCCN(C(=O)COC(=O)c1ccc2c(c1)NC(=O)CS2)c1ccc2c(c1)OCCO2	-3	87	94	1.2	-5	2	1	121	82
CS(=O)(=O)N(Cc1ccc(Cl)cc1)c1ccc(C(=O)Nc2cccnc2)cc1	-11	100	98	1.2	-3	-1	-3	89[fluorescence artefact?]	96
COc1ccc(Cl)cc1C(=O)NCC(C)C	3	105	81	1.1	-1	-5	0	116	103
C#CCSc1nnc(CSc2nc3ccccc3s2)n1-c1ccccc1	-2	89	80	1.2	19	14	0	76	3.0*
CCC1Oc2ccccc2N(CC(=O)Nc2ccc(OC)cc2OC)C1=O (centres undefined)	1[fluorescence artefact?]	91	110	1	-2	13	-2	118	86
O=C(CSc1ncnc2nc[nH]c12)c1ccc2ccccc2c1	4	101	105	1.3	13[fluorescence artefact?]	5	x	118	108
Cc1cccc(/C(N)=N/OC(=O)c2ccco2)c1	13	97	87	1.5	7[fluorescence artefact?]	6	0	97	94
CC(C)CNC(=O)c1cccc(C(=O)NCC(C)C)c1	9	109	98	1.1	1	10	1	114	98
CC(C)NC(=O)c1ccccc1-c1ccccc1	-11	104	95	1.2	9	-10	-1	104	99
Cc1ccc(-n2nnc3c(SCC(=O)N4CCN(c5ccccc5)CC4)ncnc32)cc1	1	105	96	1.1	-10	3	x	133[fluorescence artefact?]	51
c1ccc(N2CCN(c3cnccn3)CC2)nc1	-4	111	96	1.1	-2	2	0	94	107
C=CCn1c(SCCC#N)nnc1-c1ccncc1	4[fluorescence artefact?]	96	89	1	-3	-9	-1	114	89
COc1ccc(C2SCC(=O)N2c2c(C)n(C)n(-c3ccccc3)c2=O)c(OC)c1 (centres undefined)	-1	92	99	1	-6	3	x	158	93
Cc1ccc2[nH]c(-c3ccccc3)c(CN3CCN(C)CC3)c(=O)c2c1	-21	95	88	x	2	1	0	108	92
Nc1cc(=O)[nH]c(SCC(=O)NCC2CCCO2)n1 (centres undefined)	-6	106	97	1.1	-6	-3	-1	105	98
COC(=O)CSc1nnc(-c2ccccc2OC)n1-c1ccc(C)cc1	-7	95	92	1.1	-7	-8	x	90	88
CCOC(=O)C(Cc1cc(C(C)=O)ccc1OC(C)C)C(=O)OCC	1[fluorescence artefact?]	93	77	1	5	-6	-8	109	83
CS(=O)(=O)N(Cc1ccccc1)c1ccccc1C(=O)Nc1ccccc1C(=O)NCc1ccco1	-13	98	96	1	-2	3	2	100	80
CCn1c(C)nc2cc(C(=O)NNS(=O)(=O)c3ccc(C)c(C)c3)ccc21	-4	96	87	x	-2	-6	-7	103	91
CC1Cc2ccccc2N1C(=O)CCS(=O)(=O)c1cccs1 (centres undefined)	1	87	94	1.2	4	2	-4	92	94
O=C1NCC(COCC2CC=CCC2)O1 (centres undefined)	-6	102	101	1.2	-1	-9	x	125	95
COc1ccc(OC)c(C2C(C(=O)Nc3ccccc3OC)=C(C)Nc3nc(CCCO)nn32)c1 (centres undefined)	-2	93	81	1	6	-2	-5	91	76
CCSC1=NC2(CCCCC2)Nc2sc3c(c21)CCCC3	1	89	78	1	18[fluorescence artefact?]	-9	-3	6[fluorescence artefact?]	2.2*
O=C(O)C1CCCN(S(=O)(=O)c2ccc(Cl)s2)C1 (centres undefined)	-5[fluorescence artefact?]	93	98	1	-3	10	4	109	96
COc1ccc(C2C3=C(N=C4SCC(=O)N42)c2ccccc2CC3)cc1OC (centres undefined)	31[fluorescence artefact?]	88	86	1.2	-6	9	-3	78	69
O=c1[nH]n(CC2COC3(CCCCC3)O2)c(=O)c2ccccc12 (centres undefined)	-8	100	92	1.4	0	5	1	112	83
COC(=O)C1C(=O)N2CCCSC2=C(C#N)C1c1cccs1 (centres undefined)	-3	96	106	1.2	-1	6	0	134	51
Cc1nc2nc(C)c(CCC(=O)N3CCN(c4ccccc4)CC3)c(C)n2n1	1	103	90	1	-7	-13	1	108	93
Cc1cc(NC(=O)CSc2nc3ccccc3[nH]2)no1	15[fluorescence artefact?]	97	95	1.1	-19	11	2	84	88
Cc1ccccc1CSCC(=O)NC(=O)NC(C)(C)C	15[fluorescence artefact?]	102	94	1.2	13	-8	-4	89	95
Cc1ccc(Cn2ccc(NC(=O)c3c(-c4ccccc4Cl)noc3C)n2)cc1	-4	105	93	x	1	1	1	97	98
O=C(CSc1nc2c(c(=O)n1-c1ccc(Cl)cc1)SCC2)Nc1ccc2c(c1)OCCO2	6[fluorescence artefact?]	100	86	1	8	8	0	110	94
Cn1nnc(NC(=O)c2ccco2)n1	-3	108	101	1.1	-5[fluorescence artefact?]	4	28	124	101
CCc1nnc(NC(=O)CSc2nnc(COc3ccccc3)n2Cc2ccccc2)s1	-3	83	76	1	-11	2	x	115	81
CCCS(=O)(=O)NCc1cn2c(C)csc2n1	8[fluorescence artefact?]	98	96	1.5	11	-9	-3	90	62
COC(=O)c1ccc(NC(=O)CSc2nnc(CNc3ccc(OC)cc3)n2C)cc1	8	93	90	1.3	-23	4	46	108	74

# Assay outcomes (PubChem)
